# EBV gp42 block: inhibitors of Epstein-Barr virus glycoprotein 42 | hit rate 0.42% among 220,000 | inhibition, % (tested at 21.74 µM) | AID 1085 | Q1HVG2 | Fluorescence polarization binding assay, mP read-out; in the data active means inhibition above about 50%
# TNF necrop inh: inhibitors of TNF-alpha induced necroptosis in Jurkat FADD-/- cells. Jurkat FADD-/- TNF necroptosis rescue, ATP luminescence, 24 h; 0 = TNF only, 100 = no-TNF cells. activation (protection from cell death), % at 10 µM. hit rate 0.068% among 220,000;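 active means activation, meaning protection from cell death, of at least 50% relative to plate controls; inactive means activation below 50%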;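 further: necroptosis triggered by 40 ng/mL TNF-alpha added together with compound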
# TRPML3 agonist: activates the human TRPML3 channel. HEK293 TRPML3-YFP, Fluo-8 calcium fluorescence; 100% = the carbachol control signal. AID 1448. hit rate 0.29% among 220,000. activation, % at 3 µM. Q8TDD5;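 active means activation above its plate's cutoff, the mean activation of the plate's test wells plus 3 SD, cut at about 12% in these data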;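 further: 0% = DMSO only wells and 100% = carbachol wells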
# Target sequence (Q8TDD5 whole entry, looked up): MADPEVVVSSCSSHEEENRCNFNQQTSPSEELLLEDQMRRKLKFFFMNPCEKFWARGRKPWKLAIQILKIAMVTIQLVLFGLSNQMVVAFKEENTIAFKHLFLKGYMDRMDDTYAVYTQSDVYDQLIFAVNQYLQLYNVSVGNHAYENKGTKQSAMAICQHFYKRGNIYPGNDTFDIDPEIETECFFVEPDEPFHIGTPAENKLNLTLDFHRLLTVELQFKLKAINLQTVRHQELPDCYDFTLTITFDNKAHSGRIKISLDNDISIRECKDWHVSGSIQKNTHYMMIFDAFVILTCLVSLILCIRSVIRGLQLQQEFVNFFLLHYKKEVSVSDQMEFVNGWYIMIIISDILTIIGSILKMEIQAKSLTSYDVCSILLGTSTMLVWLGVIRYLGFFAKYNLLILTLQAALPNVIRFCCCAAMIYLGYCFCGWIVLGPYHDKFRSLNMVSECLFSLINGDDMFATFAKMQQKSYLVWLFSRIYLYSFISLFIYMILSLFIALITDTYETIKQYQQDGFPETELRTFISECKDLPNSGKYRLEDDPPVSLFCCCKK
#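 Test system: HEK293 cells stably carrying human TRPML3-YFP; Doses: single dose, 3 µM final nominal compound, 0.3% DMSO final; Schedule: dye loading 1 h 37 °C then 30 min ambient, 125 s read; Technique: Fluo-8 calcium fluorescence; Benchmarks: high control carbachol 87 µM, low control DMSO.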
# CHOP inhibitor: CHOP inhibition in unfolded protein response; hit rate 3.8% among 220,000; inhibition, % at 10 µM; CHO-K1 CHOP-promoter luciferase, tunicamycin-induced, 15-18 h;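 active means compounds that reduced the stress-induced luciferase reporter signal by more than about 70% of percent inhibition, limit read from the data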;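 further: 0% = tunicamycin plus vehicle and 100% = wells without tunicamycin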
# NCF1 inh: p47phox (human) inhibition | inhibition, % at 24.7 µM | hit rate 0.53% among 220,000 | p47phox/p22phox peptide binding, fluorescence polarization, 2 h | AID 1274;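 active means inhibition above about 30%, limit read from the data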;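 further: 0% = p47phox with labelled peptide and 100% = labelled peptide alone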
# Target sequence (P14598 whole entry, looked up): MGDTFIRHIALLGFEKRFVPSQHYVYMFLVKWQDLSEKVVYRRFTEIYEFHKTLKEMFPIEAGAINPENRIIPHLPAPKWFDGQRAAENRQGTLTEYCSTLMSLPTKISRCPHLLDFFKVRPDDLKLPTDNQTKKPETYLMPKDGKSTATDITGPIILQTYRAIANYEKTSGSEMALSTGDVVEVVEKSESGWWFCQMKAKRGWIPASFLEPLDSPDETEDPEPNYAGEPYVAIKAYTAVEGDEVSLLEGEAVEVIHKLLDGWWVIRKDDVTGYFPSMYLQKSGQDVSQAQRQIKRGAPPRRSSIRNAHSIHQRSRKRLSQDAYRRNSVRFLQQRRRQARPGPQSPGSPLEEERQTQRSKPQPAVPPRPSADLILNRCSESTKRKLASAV
# PPC-1+TRAIL kill: PPC-1 cancer cell killing with TRAIL present | hit rate 0.41% among 220,000 | cell killing (% activity), % at 4 µM | PPC-1 cells + TRAIL, ATPLite viability luminescence;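 active means cell killing above 50% in the first pass at 4 µM, then a duplicate retest at 5 µM averaging 50% or more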;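 further: plate controls were cells with TRAIL plus DMSO for no effect and medium-only wells lacking cells for full effect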
# Runt-SMMHC FRET: blocks binding of human RUNX1 Runt domain to CBFb-SMMHC | Cerulean-Runt/Venus-CBFb-SMMHC FRET ratio 530/480, 1 h | inhibition, % at 20 µM | hit rate 0.74% among 220,000 | AID 1434;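 active means mean inhibition across duplicate retests at 20 µM reaching about 50%, limit read from the data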;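 further: 0% = DMSO wells and 100% = wells with excess untagged CBFb-SMMHC; inhibitors lower the FRET ratio by blocking Runt binding to CBFb-SMMHC; some results filed as inactive read as strong as hits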
# zfTRPN1 agonist: activates the zebrafish TRPN1 channel. HEK293 zebrafish TRPN1-YFP, Fluo-8 calcium fluorescence; 100% = response to 87 µM carbachol. activation, % at 3 µM. hit rate 0.18% among 220,000;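 active means activation above its plate's cutoff, the mean activation of test wells on that plate plus 3 SD, cut at about 19% in these data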;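 further: 0% = DMSO alone and 100% = 87 µM carbachol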
#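 Control set: carbachol 87 µM as high control, DMSO as low control; system: HEK293 stable line with zebrafish TRPN1-YFP; read-out: % activation versus carbachol response; detection: intracellular calcium fluorescence with Fluo-8; doses: single test compound dose, 3 µM nominal, 0.3% DMSO; schedule: dye 1 h 37 °C plus 30 min RT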
# MDM2 E3 inh: inhibitors of human Mdm2 E3 ubiquitin ligase; Q00987; cell-based MDM2 ubiquitination luciferase reporter, 2 h; 0 = plate control, 100 = twice control, blank-subtracted; signal enhancement, % at 5 µM; hit rate 0.11% among 210,000;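 active means signal enhancement of 30% or more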;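 further: luminescence tracks abundance of the self-degrading MDM2-luciferase fusion protein; higher signal means inhibition of MDM2 E3 ligase activity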
#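 Timing – 2 h compound exposure at 37 °C · Assay system – mammalian cells stably expressing self-ubiquitinating, self-degrading MDM2 E3–luciferase fusion · Amount – 2000 cells seeded into each well · Measure – % luminescence enhancement versus blank-corrected plate control mean · Measured by – SteadyLite luminescence, 15 min reagent step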
# * marks the source's active call; other numbers are inactive results; · = no result given; [ ] = remark or other dose. No enrichment for hits; any-hit rate near 5.9%.
Molecule,EBV gp42 block,TNF necrop inh,TRPML3 agonist,CHOP inhibitor,NCF1 inh,PPC-1+TRAIL kill,Runt-SMMHC FRET,zfTRPN1 agonist,MDM2 E3 inh
Cc1c(C)n(C(=O)CSc2nccn2C)c2ccccc12,-13,0.5,-0.4,14,0,6,0,0.4,24
CC(C)(C)OC(=O)N/N=C/c1cn(-c2ccccc2)nc1-c1cccnc1,2,4.0,0.0,33,-6,9,-2,1.3,-8
CC(=O)c1cccc(NC(=O)C2CC(=O)N(CCc3ccccc3)C2)c1 (centres undefined),-28,0.7,0.7,-18,-11,20,-1,-0.2,-5
COc1ccc(NC(=O)CCN2C(=O)c3ccccc3S2(=O)=O)cc1,6,-0.8,0.3,18,10,24,-3,0.5,-12
O=C(NC(=O)c1ccccc1)NC(=O)c1ccccc1,2,1.1,1.1,40,-5,23,3,-0.3,-21
CC(NC(=O)CSc1nc2ccccc2c(=O)[nH]1)c1ccccc1 (centres undefined),-18,-1.5,-0.4,16,-1,-12,5,0.3,-15
O=c1c2sccc2nc(SCc2cc(=O)n3ccccc3n2)n1-c1ccc(Br)cc1,-1,-1.4,0.3,25,-9,14,0,-0.7,-1
Cc1cc(C)cc(OCC(=O)OCC(=O)N2CC(=O)Nc3ccccc32)c1,-1,0.1,0.1,-9,-9,-8,-2,-1.2,2
CCC(CC)C(=O)Nc1ccc(C(=O)Nc2cc(C)on2)cc1,9,2.1,0.3,-25,-4,16,3,1.3,-9
COc1cc2c(cc1OC)CN(C(=S)NC(=O)c1ccccc1)CC2,-9,-0.3,0.0,5,31*,-6,2,0.0,15
O=C(O)CSCCOc1ccc(OCCSCC(=O)O)cc1,-15,1.4,0.0,-4,-5,19,-2,1.5,-11
CCN(CC)c1nc2ccccc2[nH]1,-5,-0.9,-0.2,-16,-6,-8,-2,1.5,-23
O=C(Nc1cccc2ccccc12)c1cc2c(cc1Br)OCO2,-12,-1.6,-0.2,2,-13,-2,0,-3.0,-76
C/C(=C/Cc1c(O)cc2oc(C)cc(=O)c2c1O)COC1OC(CO)C(O)C(O)C1O (centres undefined),-3,2.9,0.4,6,4,-2,1,0.3,·
Cn1c(=O)c2[nH]c(Nc3ccccc3)nc2n(C)c1=O,-36,1.4,-0.1,25,-15,18,1,-0.8,-8
O=c1c(N2CCOCC2)coc2ccccc12,-4,-0.3,0.6,3,4,25,-2,0.9,-7
Cc1c(NC(=O)c2cc3c(=O)n4ccccc4nc3s2)c(=O)n(-c2ccccc2)n1C,-20,2.3,1.5,-3,4,-2,1,3.0,-6
Cc1ccc(NS(=O)(=O)c2ccc(OCC(=O)Nc3cccc([N+](=O)[O-])c3)c(C)c2)cc1,-2,-12,0.4,55,3,14,2,0.2,-11
COc1cc([C@@H]2c3cc4c(cc3[C@H](O)[C@H]3COC(=O)[C@H]23)OCO4)cc(OC)c1OC,-4,-17,0.5,·,8,2,1,-0.8,·
COc1ccc(/C(C)=N/Nc2ncc(Cl)cc2Cl)c(O)c1,-3,-1.2,0.8,14,-13,34,-11,0.0,-9
CCOc1ccc(Nc2nc(N)nc(CSC(=S)N3CCOCC3)n2)cc1,-12,-0.1,-0.3,8,125*,12,-4,-1.2,-3
c1ccc(-c2ccccc2OCCCN2CCCCC2)cc1,-9,2.3,1.6,38,-14,2,-3,-0.3,7
CC(c1ccncn1)N(C)Cc1nc(Cc2ccccc2F)no1 (centres undefined),-14,0.2,0.1,5,-3,2,2,-0.3,-21
CCC(C)(C)c1nnc(NC(=O)c2ccc([N+](=O)[O-])cc2)s1,-18,-0.9,0.6,20,-12,16,-1,-0.7,11
Cc1noc(C)c1C(=O)N1CCN(CCc2ccccc2)CC1,-10,-0.2,0.2,1,1,18,-5,-0.7,-3
C=CCNC(=O)C1CCN(S(=O)(=O)c2ccc(Br)cc2)CC1,-6,-0.9,-0.1,18,-4,13,0,-0.1,-19
Cn1nc(C(F)(F)F)c2cc(C(=O)NC3CC3)sc21,-13,-1.7,0.1,7,1,-1,-3,-0.1,-1
O=C(c1cc(F)ccc1F)C1CCCN(C(=O)CCc2cnccn2)C1 (centres undefined),0,1.0,0.2,7,-6,14,-2,0.3,2
O=C(NCc1cccs1)C(NS(=O)(=O)c1cccc2nsnc12)c1ccccc1 (centres undefined),-12,-0.3,-0.8,-15,-11,6,2,-0.2,1
CCOC(=O)C1=C(CSc2nc(-c3ccccc3)ccc2C#N)OC(N)=C(C#N)C1c1cccnc1 (centres undefined),-61,-8.4,0.2,14,-137,-8,-46,-0.1,-9
O=C(O)c1cccnc1SCc1cn2cc(Br)ccc2n1,0,0.8,-0.7,4,-2,8,1,-0.6,-14
CC(C)C(NC(=O)C1CCCCC1)C(=O)N1CCN(c2ccc(F)cc2)CC1 (centres undefined),-38,-3.1,-1.1,36,-13,-36,3,-1.5,-9
CC(C)(C)n1cn[nH]c1=S,-8,2.7,1.0,4,4,15,0,2.9,-4
CCC(C)(C#CCN1CCCCC1)OC(C)=O (centres undefined),-14,0.8,0.9,7,-14,·,·,-0.5,-29
COc1ccc(C(C)=O)cc1COC(=O)c1cc(C)nc2ccccc12,-4,-2.7,0.1,13,1,10,2,-0.8,-1
O=C(O)c1cccc(-n2cccc2/C=N/O)c1,1,-0.3,1.1,19,-12,-8,4,3.0,-7
O=C(CS(=O)(=O)c1c[nH]c2ccccc12)N1CCCc2ccccc21,-8,-1.2,0.4,7,-16,0,0,1.0,-8
CCCNC(=O)c1oc2ccc3c(c2c1C)C(=O)CC(C)(C)O3,2,0.6,-0.6,-32,-6,52*[5 µM],-5,-1.4,-17
CC(C)NCCCCOc1cccc(Br)c1,-9,3.2,1.4,7,1,15,7,-0.1,-11
Cc1cc(NC(=O)c2cc3ccccc3o2)cc(C)c1OCC(=O)N1CCOCC1,-17,0.2,1.1,8,-7,6,4,2.6,0
N#Cc1ccc(NC(=O)CNc2cc(S(=O)(=O)N3CCOCC3)ccc2NCC2CCCO2)cc1 (centres undefined),-32,3.3,0.6,14,-11,17,-4,0.4,7
CCCOc1ccc(C(=O)NNC(=S)NC(C)=O)cc1,6,-14,-1.9,30,-15,26,3,-2.9,-22
Cc1ccc(N=C2NC(=O)/C(=C/c3cccn3C)S2)c(C)c1,-12,-1.6,0.1,-2,-20,7,6,0.4,-9
Cc1nc2ccccc2n2c(-c3ccccc3)c3c(=O)n(C)c(=O)n(C)c3c12,1,0.9,0.2,64,-15,19,-1,-1.0,-18
CCN1CCS/C1=C/C=C/C1=[N+](CC)CCS1,-124,-2.6,1.2,40,-14,21,120*,2.3,-20
COc1cc(C2C3=C(CC(C)(C)CC3=O)NC3=C2C(=O)c2ccccc23)ccc1O (centres undefined),-2,2.7,-0.3,8,-3,-10,4,-1.6,-15
O=C(c1ccc(S(=O)(=O)c2ccccc2)cc1)N1CCCCCC1,-5,1.4,0.5,0,-2,18,7,5.6,-8
CS(=O)(=O)N(CC(=O)NCc1ccccn1)Cc1ccc(Cl)cc1,-18,-1.0,0.6,2,-8,22,-2,-0.7,-9
N#CC1=C(N)C(C#N)(C#N)[C@H](c2ccncc2)[C@H]2CC3(CC=C12)OCCO3,3,-3.9,0.3,-2,-3,-3,-12,-0.4,-8
NCCCC[C@H]1CNC(=O)C(=O)N1CCc1cccc2ccccc12,-10,1.3,·,9,-10,2,-1,·,-7
COc1ccc(/C=C2\CCC(C3CCCC3)C2=O)cc1Cn1cccn1 (centres undefined),15,3.1,0.2,39,-16,1,-6,0.1,·
COC(=O)c1ccnc(SCC(=O)c2ccccc2)c1,0,2.4,0.0,-2,-2,38,1,-1.2,-28
O=C(OC(C(=O)Nc1cccc(C(F)(F)F)c1)c1ccccc1)C1CCCCC1 (centres undefined),-9,5.3,1.6,107*,-23,4,2,0.2,-34
CCOC(=O)Cc1csc(NC(=O)c2cc3c(s2)CCCC3)n1,-6,-2.8,0.3,38,-25,48,-2,2.3,-6
CCOC(=O)C1(Cc2ccccc2)CCN(Cc2cnn(C(C)C)c2)CC1,-3,0.4,0.9,4,-3,-6,0,-0.3,-3
CC(=O)NC(=C(Cl)Cl)S(=O)(=O)c1ccccc1,9,-8.2,0.7,-9,2,5,0,1.1,-23

# Two compounds picked at random from the list so far:
Molecule,EBV gp42 block,TNF necrop inh,TRPML3 agonist,CHOP inhibitor,NCF1 inh,PPC-1+TRAIL kill,Runt-SMMHC FRET,zfTRPN1 agonist,MDM2 E3 inh
COc1ccc(/C=C2\CCC(C3CCCC3)C2=O)cc1Cn1cccn1 (centres undefined),15,3.1,0.2,39,-16,1,-6,0.1,·
O=C(OC(C(=O)Nc1cccc(C(F)(F)F)c1)c1ccccc1)C1CCCCC1 (centres undefined),-9,5.3,1.6,107*,-23,4,2,0.2,-34

# (listing goes on)
Molecule,EBV gp42 block,TNF necrop inh,TRPML3 agonist,CHOP inhibitor,NCF1 inh,PPC-1+TRAIL kill,Runt-SMMHC FRET,zfTRPN1 agonist,MDM2 E3 inh
CCOC(=O)c1c(NC(=O)Nc2ccccc2)sc(C)c1C,-2,1.5,0.3,41,5,-37,7,-1.1,5
C/C(=N\NC(=O)CSc1nc2ccccc2o1)c1cccc(O)c1,-11,0.3,-0.2,-6,-4,-5,0,1.7,-11
FC(F)(F)c1ccc(CN2C[C@@H]3C(c4ccc(C(F)(F)F)cc4)C4(c5cccnc5)CC3(C4)[C@H]2c2ccccc2)cc1 (some centres undefined),-11,0.3,·,5,-30,10,2,·,16
COc1ccc(/C=C(\C#N)C(=O)NC2CCS(=O)(=O)C2)cc1OC (centres undefined),-7,2.4,0.6,-8,-7,16,0,0.8,0
CC(C)(C)c1cc(P(=O)(c2ccccc2)c2ccccc2)ccc1O,-14,-0.7,-0.3,9,-4,11,2,-3.4,-14
Cc1c(N(C)C(=O)c2ccc3c(c2)OCO3)c(=O)n(-c2ccccc2)n1C,-5,-0.7,0.5,-2,2,11,2,0.2,-11
CCOC(=O)N1CCN(S(=O)(=O)c2ccc3c(c2)SCC(=O)N3)CC1,-2,-4.8,0.7,37,-7,-3,2,3.4,-13
OC1(c2ccccc2)Cc2cccc[n+]2C1c1ccccc1 (centres undefined),-11,1.0,0.8,0,-6,10,-1,1.8,-16
O=C(CSc1nnc(CCc2ccccc2)n1-c1ccc(Cl)cc1)c1ccccc1,-4,2.0,-0.1,35,4,7,-3,-0.7,-10
Cc1ccc(-c2csc(NC(=O)CN3C(=O)CCC3=O)n2)cc1,-3,-0.6,1.0,-4,-1,6,2,0.7,-18
